Mot1-301 SUMO – SUMOylation pathway inhibition by Mot1-301 growth rescue. growth rescue, % at 18.8 µM. S. cerevisiae Mot1-301 growth rescue, ATP luminescence, 38.5C; percent above DMSO median, 100 means doubled. hit rate 1% among 320,000. AID 2716;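 active means every valid replicate shows activation above 250% relative to neutral control wells; inactive means the rest, any valid replicate at or below 250%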;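 further: OY570 slx delta 5 strain wells were the positive control but not used for scaling; some compounds called inactive have numbers as strong as hits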
AddAB inh – less growth of phage-infected E. coli with AddAB; E. coli expressing H. pylori AddAB, absorbance growth; inhibition, % at 11.9 µM; hit rate 0.29% among 330,000; in the data active means inhibition above about 12%;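 further: 0% = vehicle wells of infected cells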
Arrestin-AP2 inh – human beta-arrestin and AP2 interaction inhibition; FITC-arrestin peptide / GST-AP2 beads, flow cytometry; AP2 beta2 appendage carries R879A mutation; hit rate 0.31% among 340,000; inhibition, % at 10 µM;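 active means inhibition above a set limit, near 3 SD of compounds lacking own fluorescence, cut at about 54% in these data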;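 further: plate controls were DMSO wells for no effect and 5 µM unlabelled arrestin peptide for full effect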
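System: GST-AP2 R879A bound to glutathione beads, E. coli-expressed. Also added: 50 nM FITC-arrestin peptide. Schedule: compound with beads 12 min RT, then probe 1 h RT. Signal: bead flow cytometry, FITC channel. Read-out basis: percent response.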
E coli growth – counter-screen for AddAB inhibitors: E. coli growth inhibition; inhibition, % at 11.9 µM; AID 449728; E. coli V3065 growth, OD600 absorbance, 18 h; hit rate 0.27% among 330,000;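 active means inhibition above the campaign's mean inhibition across all tested compounds plus 3 SD, cut at about 9.9% in these data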;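 further: uninfected addAB+ strain grown without phage in ampicillin broth; 0% = DMSO wells and 100% = ciprofloxacin 0.95 µg/ml wells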
OPRM1-OPRD1 inv – inverse agonist of human OPRM1-OPRD1 heterodimerization. P35372+P41143. hit rate 0.21% among 340,000. inhibition, % at 9.3 µM. cell-based MOR-DOR heterodimer luminescence, inverse agonism; in the data active means inhibition above about 22%, passing the limit was not always enough;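 further: 0% = cells with DMSO and 100% = wells without cells with DMSO; values of inactives mirror those of a sister screen read the other way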
MOR-DOR ag – agonists of human mu-delta opioid receptor heterodimerization; P35372+P41143; cells, OPRM1-OPRD1 heterodimerization, luminescence; activation, % at 9.3 µM; hit rate 0.3% among 340,000; AID 504326; in the data active means activation above about 18%;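 further: 0% = vehicle-treated cells and 100% = reference agonist; values of inactives mirror those of a sister screen read the other way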
Tat export inh – E. coli Tat transport inhibition | hit rate 0.036% among 340,000 | AID 488895 | E. coli MC4100 TorA-mCherry Tat export, fluorescence | inhibition, % at 10 µM;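 active means mean replicate inhibition at least 50% and at least half of replicates individually reaching 50%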;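 further: exported cargo escapes ClpAP degradation while cytoplasmic cargo is degraded and loses fluorescence; 0% = median of neutral control wells and 100% = median of NaSCN control wells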
PKA-R1A activ – PKA-R1A complex activation. P00514+P68181. PKA-R1A dissociation, Cy5-IP20 fluorescence polarization; scaled: DMSO 0%, 113 µM cGMP 100%. activation, % at 11.4 µM. hit rate 0.083% among 340,000;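 active means percent activation above the mean of all tested compounds plus 3 SD, cut at about 19% in these data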;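 further: higher means more PKAc released from R1A so a rise in polarization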
PfHsp90 set2 – inhibits growth of yeast expressing Plasmodium falciparum Hsp90; S. cerevisiae expressing PfHsp90, BacTiter-Glo ATP, 48 h; yeast lacking PDR1 and PDR3 efflux regulators; inhibition, % at 9.4 µM; hit rate 0.32% among 310,000;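 active means every replicate shows inhibition above about 80%, whatever the replicate mean, limit read from the data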;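 further: 0% = DMSO neutral controls and 100% = 20 µM radicicol positive controls; yeast relying on Plasmodium falciparum Hsp90 in place of its own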
phage Ecoli inh – E. coli growth loss with phage present; growth absorbance; inhibition, % at 11.9 µM; hit rate 0.26% among 360,000; AID 651602; in the data active means inhibition above about 11%
Pemphigus Ab inh – inhibitors of pemphigus antibody binding to human desmoglein-3; hit rate 0.48% among 310,000; binding (percent of control), % at 10 µM; DSG3-coupled beads, scFv-anti-DSG3-GFP binding, flow cytometry; hits give low values; AID 588358; P32926;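 active means binding more than 3 SD below its plate's average and above zero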;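 further: hits lower antibody fragment binding to DSG3; some compounds called inactive have numbers as strong as hits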
Target sequence (P32926 whole entry, looked up, the tested form may be a part): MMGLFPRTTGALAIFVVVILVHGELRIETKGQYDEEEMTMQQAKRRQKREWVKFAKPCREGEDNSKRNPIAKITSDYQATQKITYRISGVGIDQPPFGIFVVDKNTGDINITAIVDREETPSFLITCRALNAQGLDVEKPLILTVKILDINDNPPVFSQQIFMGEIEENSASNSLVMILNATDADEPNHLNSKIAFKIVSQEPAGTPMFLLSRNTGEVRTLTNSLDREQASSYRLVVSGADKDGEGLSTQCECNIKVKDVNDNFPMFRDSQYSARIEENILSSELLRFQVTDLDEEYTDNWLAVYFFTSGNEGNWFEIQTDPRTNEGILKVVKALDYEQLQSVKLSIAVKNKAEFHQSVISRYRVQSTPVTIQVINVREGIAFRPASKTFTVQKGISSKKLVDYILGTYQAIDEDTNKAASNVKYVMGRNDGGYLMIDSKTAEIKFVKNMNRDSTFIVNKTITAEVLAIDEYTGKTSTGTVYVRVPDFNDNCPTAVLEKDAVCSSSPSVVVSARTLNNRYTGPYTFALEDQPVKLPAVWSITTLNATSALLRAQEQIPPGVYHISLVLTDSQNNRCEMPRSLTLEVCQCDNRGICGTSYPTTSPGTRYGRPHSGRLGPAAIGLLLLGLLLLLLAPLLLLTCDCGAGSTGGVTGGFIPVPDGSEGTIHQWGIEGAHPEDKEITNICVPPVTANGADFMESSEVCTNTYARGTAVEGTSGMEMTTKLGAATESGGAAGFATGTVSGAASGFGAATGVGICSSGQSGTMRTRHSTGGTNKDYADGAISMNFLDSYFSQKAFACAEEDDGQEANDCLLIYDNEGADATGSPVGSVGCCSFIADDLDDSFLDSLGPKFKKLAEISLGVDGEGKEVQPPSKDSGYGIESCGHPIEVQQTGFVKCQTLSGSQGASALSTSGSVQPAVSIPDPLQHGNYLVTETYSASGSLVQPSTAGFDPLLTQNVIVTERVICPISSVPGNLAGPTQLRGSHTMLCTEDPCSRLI
An asterisk follows results filed as active; nt = no result given. Outcome played no part in choosing rows; about 2.8% have a hit in one of these screens.

SMILES | Mot1-301 SUMO | AddAB inh | Arrestin-AP2 inh | E coli growth | OPRM1-OPRD1 inv | MOR-DOR ag | Tat export inh | PKA-R1A activ | PfHsp90 set2 | phage Ecoli inh | Pemphigus Ab inh
O=C(CCc1ccccc1)N=C1SC2CS(=O)(=O)CC2N1c1cccc(F)c1 (stereo unspecified) | 56 | 0.6 | 1 | 2.5 | -4 | 0.8 | 14 | 0 | -32 | 0.2 | 102
Oc1ccccc1C1=NOC(O)(C(F)F)C1 (stereo unspecified) | 6 | -1.3 | -3 | 1.8 | 5 | -0.8 | -2 | -3 | -3 | 0.9 | 100
O=S(=O)(NCc1ccccc1)c1cnc[nH]1 | 1 | 3.1 | 10 | -0.5 | -1 | 0.2 | -6 | -7 | -6 | 4.4 | 99
C/C(=N\NC(=O)c1c(Cl)c(C)nn1C)c1cccc(NC(=O)C2CCCC2)c1 | -10 | 3.5 | 8 | -0.9 | 11 | -1.9 | -14 | 2 | 5 | 1.4 | nt
Nc1c(Cl)ncnc1NCCO | -18 | -2.4 | -3 | -1.3 | 15 | -2.6 | 2 | -8 | 12 | 1.6 | 102
COc1ccc(-n2c(SCC(=O)C(C)(C)C)nc3ccsc3c2=O)cc1 | -3 | 0.6 | 21 | -0.7 | 15 | -3.4 | 2 | -6 | 5 | -0.8 | nt
CCn1c(SCC(=O)Nc2ccc(OC)c(OC)c2)nc2c(c1=O)SCC2 | -26 | 6.1 | 3 | 0.2 | 10 | -3.0 | -5 | -8 | -28 | 1.7 | 106
Cc1ccc(CSc2ncnc3c2cnn3-c2ccc(C)cc2)cc1 | 8 | 1.3 | 15 | 0.3 | 11 | -2.1 | -2 | -9 | -15 | 0.7 | nt
O=C1CC(c2ccco2)Cc2c1cnn2-c1nc2ccccc2s1 (stereo unspecified) | -17 | -2.4 | -6 | -2.0 | -7 | 1.0 | -2 | 2 | -24 | 2.5 | 107
CN(C(=O)COC(=O)c1cc2c(s1)CCCCC2)c1ccccc1 | 8 | 2.6 | 1 | 0.8 | -2 | 0.3 | 1 | -8 | -1 | 1.8 | 100
O=[N+]([O-])c1ccc(-n2cnc3ccccc32)c([N+](=O)[O-])c1 | 14 | 4.4 | 4 | 1.3 | -33 | 6.5 | -4 | -6 | -39 | 6.9 | 77
CC1Cc2cccc3c(O)c(C(=O)c4nn[nH]n4)c(=O)n1c23 (stereo unspecified) | 11 | 0.4 | -2 | -0.2 | 0 | 0.0 | -4 | -13 | -18 | 4.8 | 96
COc1ccc(Cl)cc1C(=O)OCC(=O)N(C)CC(=O)Nc1ccc(F)cc1 | 190 | 1.0 | 1 | -0.2 | -1 | 0.2 | 0 | 8 | 11 | 1.2 | 97
Cc1[nH]n2c(=O)c3c(nc2c1-c1ccc(Cl)cc1)CCC3 | 11 | 4.7 | 3 | -4.2 | 7 | -1.3 | -9 | -3 | 36 | nt | 101
O=C(COc1ccc2c(c1)OCO2)Nc1cccc(F)c1 | 6 | 3.6 | 22 | 1.1 | -8 | 1.0 | 7 | -2 | -29 | 0.1 | 114
Cn1c(=O)[nH]c(=O)c2c1nc1n2CCN1Cc1ccccc1 | -20 | 0.9 | -1 | -3.1 | nt | nt | 4 | 0 | -29 | 3.8 | 104
Cc1cc(NC(=O)c2ccccc2)no1 | 43 | -0.1 | 29 | 1.8 | 5 | -1.1 | -6 | 6 | 13 | 1.9 | 110
O=S(=O)(NCC(c1cccnc1)N1CCN(c2ccccc2)CC1)c1cccs1 (stereo unspecified) | 168 | -1.6 | 44 | 1.7 | 12 | -2.0 | 4 | 7 | -17 | 2.2 | 106
CC1CC(OCC(O)CN2CCCCC2C)CC(C)(C)C1 (stereo unspecified) | 239 | -0.6 | 9 | 1.3 | 5 | -1.0 | -9 | 9 | -7 | -0.2 | 96
COc1nc(N)nc2nc[nH]c12 | 17 | -4.3 | -2 | -2.2 | 1 | -0.2 | 3 | -2 | 13 | 2.4 | nt
N#Cc1c[nH]n2c(=O)cc(Cc3ccccc3)nc12 | 57 | 1.1 | -8 | 0.4 | 9 | -1.6 | 8 | 2 | 7 | 0.5 | 105
CCCCn1cc(S(=O)(=O)c2ccccc2)c(=O)c2cc(C)ccc21 | 45 | 3.0 | 12 | 0.8 | 12 | -2.2 | -3 | -9 | 21 | 3.4 | nt
CCC1CCCCN1C(=O)CSc1nc2c(c(=O)n1C)SC(C)C2 (stereo unspecified) | -11 | 3.9 | -2 | -0.3 | 19 | -3.7 | -1 | 0 | -3 | 3.5 | 100
CC(C)=CCc1c(O)cc2c(=O)c3ccc(O)cc3oc2c1O | 72 | 2.5 | 4 | -2.0 | -5 | 0.9 | -7 | -6 | -22 | 2.5 | 99
O=C(O)c1cc2ccccc2c(=O)s1 | 4 | 5.7 | 8 | 1.1 | -4 | 0.8 | -3 | 1 | -5 | 0.9 | 53*
CN1CCN(C(=O)c2cccc(NS(=O)(=O)c3ccc(Br)cc3)c2)CC1 | 7 | 0.4 | 2 | 0.9 | -4 | 0.9 | 2 | -1 | -27 | -0.9 | 113
Cc1onc(-c2c(Cl)cccc2Cl)c1C(=O)c1ccccc1 | -7 | 3.1 | 34 | -2.7 | 2 | -0.3 | 6 | 0 | -9 | -0.5 | 114
CCOc1ccccc1NC(=O)CNC(=O)Cc1ccccc1 | 8 | -1.7 | -8 | 0.1 | 5 | -1.0 | -1 | -2 | 5 | -0.9 | 101
O=C(Cn1ncc(Cl)c(Cl)c1=O)N1CCN(Cc2ccccc2)CC1 | nt | nt | -12 | nt | 20 | -3.7 | -5 | -19 | 6 | 0.6 | 100
CCOc1cc(CNn2cnnc2)ccc1OCC(=O)NC1CCCCC1 | -5 | 0.4 | -7 | -2.0 | -1 | 0.2 | 3 | -7 | nt | -1.1 | 97
CCC(C)N=C1Sc2nc3ccc(C)cc3cc2CN1CCOC (stereo unspecified) | -4 | 4.1 | 19 | -0.2 | -8 | 1.3 | -6 | -9 | 13 | 2.8 | 92
Nc1ccc(/C=C/c2ccc3ncccc3c2)cc1 | -2 | -3.5 | -3 | -0.2 | -4 | 0.8 | 1 | -2 | -2 | 1.4 | 86
COCc1nnc(NC(=O)c2ccc(S(=O)(=O)N3CCOCC3)cc2)o1 | -13 | 4.0 | 5 | 1.2 | 6 | -1.1 | 15 | -1 | 5 | 2.9 | nt
CCCc1nn(C)c(C(=O)Nc2cccc(Cl)c2)c1Cl | 196 | 3.0 | 13 | 1.5 | -39 | 6.4 | -4 | -2 | 11 | 3.5 | 98
O=C(CCc1ccc(O)c(O)c1)NNC(=S)Nc1ccc(Br)cc1Cl | -10 | 2.4 | 19 | -1.6 | nt | nt | 1 | nt | 19 | 5.5 | 102
Oc1ccccc1-n1c(-c2ccccc2)ccc1-c1ccccc1 | -7 | 1.7 | 11 | 1.4 | -64 | 12 | 14 | -2 | 7 | 1.0 | 90
CC(OC(=O)c1oc2ccccc2c1CSC1CCCCC1)C(=O)NC(N)=O (stereo unspecified) | 3 | 0.6 | -6 | -1.5 | -32 | 5.9 | -1 | -9 | -63 | 4.9 | 120
COc1ccc(N(CC(=O)NCC2CCCO2)S(=O)(=O)c2ccccc2)cc1OC (stereo unspecified) | 294 | 1.1 | -1 | 1.3 | 6 | -0.8 | 2 | 6 | -3 | 3.6 | nt
C#CCNC(=O)C1=C[C@H](c2cn(C(C)=O)c3ccccc23)C[C@H](OCc2ccc(CO)cc2)O1 | 12 | 4.2 | 0 | 0.2 | 13 | -2.4 | 10 | 9 | -3 | 1.4 | 108
CCC(C)C(NC(=O)c1ccccc1NC(=O)c1ccco1)C(=O)O (stereo unspecified) | 1 | 2.1 | 10 | 1.2 | 11 | -2.2 | -1 | 2 | nt | 1.8 | 97
Cc1ccc(-c2nc3ncccn3c2NC(=O)C2CC2)cc1 | 6 | 0.0 | 14 | 1.9 | 0 | 0.0 | 0 | -7 | 10 | 2.9 | 99
CN(Cc1ccccc1F)C(=O)c1cccc(NC(=O)CC2SC(N3CCCCC3)=NC2=O)c1 (stereo unspecified) | nt | nt | 38 | nt | 3 | -0.6 | -2 | -18 | -18 | 1.7 | 107
CCC(C)(C)n1nnnc1CN(Cc1cccs1)Cc1cc2cc(OC)ccc2[nH]c1=O | 2 | 0.0 | 3 | 0.4 | -4 | 0.7 | 4 | 2 | -6 | 2.0 | 135
O=C(COc1ccc(Cl)cc1Br)Nc1nnc(C2CC2)s1 | -8 | 0.9 | 3 | -0.2 | 7 | -1.9 | -8 | -4 | nt | -0.6 | 97
Cc1cccnc1NC(=O)C1c2ccccc2Oc2ccccc21 | 103 | 1.8 | 7 | -1.5 | 7 | -1.3 | 2 | -3 | -5 | 3.0 | 119
Nc1c(C(=O)c2ccccc2)sc2nsc(SCCN3CCCC3)c12 | 8 | 4.1 | 6 | 0.2 | -6 | 1.1 | 2 | 11 | 42 | 1.4 | 124
COC(=O)c1cc(C)nc(Sc2ccccc2N)n1 | 10 | 0.3 | 12 | -2.0 | nt | nt | nt | nt | nt | 1.6 | 102
CC(NCC(O)COC1CCC(C(C)(C)C)CC1)c1ccccc1 (stereo unspecified) | 201 | 2.2 | 3 | -2.1 | -83 | 12 | 21 | -9 | -15 | 6.2 | 109
CCCCn1c(N)c(N(CCOC)C(=O)C2CC(=O)N(Cc3ccco3)C2)c(=O)[nH]c1=O (stereo unspecified) | -15 | -0.3 | -5 | 0.5 | 6 | -1.4 | 1 | 8 | 17 | 2.4 | 96
CCN(CC)CCN1C(=O)C(=O)/C(=C(/O)c2cnn(-c3ccccc3)c2C)C1c1cccnc1 (stereo unspecified) | 3 | 1.1 | 11 | -1.3 | 3 | -0.5 | 2 | 7 | -11 | 0.6 | 99
COc1ccc(N2CCN(C(c3cccs3)C(C)NC(=O)c3ccco3)CC2)cc1 (stereo unspecified) | -11 | 2.2 | -1 | -1.1 | 7 | -1.2 | -4 | -12 | 6 | 1.1 | 96
Cc1ccc(SCCC(=O)NCc2ccccn2)cc1 | 11 | -2.3 | 5 | -0.5 | 8 | -1.8 | -10 | -7 | -22 | 0.7 | 93
Cc1ccc(N=Cc2c(O)c3ccccc3oc2=O)c(C)c1 | 492 | 5.8 | -3 | 2.8 | 15 | -3.1 | -4 | -16 | -8 | 1.9 | 105

As a working copy, some entries already given:
SMILES | Mot1-301 SUMO | AddAB inh | Arrestin-AP2 inh | E coli growth | OPRM1-OPRD1 inv | MOR-DOR ag | Tat export inh | PKA-R1A activ | PfHsp90 set2 | phage Ecoli inh | Pemphigus Ab inh
Cc1ccc(SCCC(=O)NCc2ccccn2)cc1 | 11 | -2.3 | 5 | -0.5 | 8 | -1.8 | -10 | -7 | -22 | 0.7 | 93
Cc1ccc(N=Cc2c(O)c3ccccc3oc2=O)c(C)c1 | 492 | 5.8 | -3 | 2.8 | 15 | -3.1 | -4 | -16 | -8 | 1.9 | 105

High-throughput results as filed in PubChem BioAssay.
